KB-3-1 cytotox: qHTS assay for MDR1-selective chemotherapeutics: Primary screen using the parental adenocarcinoma cell KB-3-1. AID 1347075, 2019. Potency, µM (highest dose often 46.1 µM), inactives show at the highest dose activity change, negative = cytotoxic, most hits filed as cytotoxic. hit rate 1.4% among 400,000. KB-3-1 viability, CellTiter-Glo ATP luminescence, 72 h; also: potency is read from the fitted curve at half-maximal effect; % is scaled to controls: 0 for no effect and ±100 for the full control effect; nearly all actives have a fitted effect of over 60% in size
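Using CellTiter-Glo luminescence, growth of non-resistant KB-3-1 adenocarcinoma cells is assessed 72 h after pin-tool compound addition at 37 °C. Normalized responses across the concentration series yield fitted curves.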
HT1080NT lethal: qHTS for induction of synthetic lethality in tumor cells producing 2HG: qHTS for the HT-1080-NT fibrosarcoma cell line; HT-1080-NT fibrosarcoma viability, CellTiter-Glo ATP luminescence, 48 h; Potency, µM (series often up to 46.1 µM), without a hit: at the highest dose activity, negative = less viability, hits mostly cytotoxic; hit rate 1.6% among 360,000; AID 686970, 2013;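 also: NT is the 2HG producing partner of a matched IDH1 knockdown line; potency is read from the fitted curve at half-maximal effect; 0% = DMSO-treated cells and -100% = media-only wells without cells; nearly all actives have a fitted effect of over 55% in size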
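A 48-hour cytotoxicity screen used HT-1080-NT cells plated 2 hours before compound delivery. ATP-based CellTiter-Glo luminescence measured viability, normalized to DMSO and no-cell controls.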
HT1080 IDH1KD tx: qHTS for induction of synthetic lethality in tumor cells producing 2HG: qHTS for the HT-1080-IDH1KD cell line. HT-1080 IDH1 knockdown viability, ATP luminescence, 48 h. Potency, µM (highest dose often 46.1 µM), without a hit: at the top dose activity, negative = toxicity, hits mostly cytotoxic. hit rate 2% among 360,000. AID 686971, 2013;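 also: potency is read from the fitted curve at half-maximal effect; 0% = DMSO wells and -100% = cell-free medium wells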
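Assay cells: HT-1080 with IDH1 knockdown, 750 per well, RPMI/5% FBS. Exposure: 48 h at 37 °C following 2 h pre-incubation. Read: CellTiter-Glo luminescence; fitted concentration-response, curve class assigned.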
GLP1R ag: qHTS of GLP-1 Receptor Agonists; HEK293 GLP-1R CRE-luciferase, luminescence, 4-6 h; cells express a hypersensitive GLP-1R form; Potency, µM (highest dose often 45.6 µM), inactives show at the top dose activation, most hits filed as activators; hit rate 0.007% among 380,000; AID 624172, 2012; also: potency is read from the fitted curve at half-maximal effect; % of control where 0% means no effect
Target sequence (P43220 whole entry, looked up): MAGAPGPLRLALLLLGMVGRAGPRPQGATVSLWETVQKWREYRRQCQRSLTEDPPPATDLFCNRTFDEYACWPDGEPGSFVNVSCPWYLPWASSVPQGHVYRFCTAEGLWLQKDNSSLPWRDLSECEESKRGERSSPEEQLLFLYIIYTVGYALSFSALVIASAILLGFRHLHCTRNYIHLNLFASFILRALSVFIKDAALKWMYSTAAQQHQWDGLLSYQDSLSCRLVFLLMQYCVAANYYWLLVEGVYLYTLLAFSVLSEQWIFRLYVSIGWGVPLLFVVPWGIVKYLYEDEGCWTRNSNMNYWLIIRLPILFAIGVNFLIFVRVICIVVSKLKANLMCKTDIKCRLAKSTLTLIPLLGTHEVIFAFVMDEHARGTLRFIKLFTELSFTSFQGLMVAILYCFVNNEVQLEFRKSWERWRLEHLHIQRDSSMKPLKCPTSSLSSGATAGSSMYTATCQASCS
IL-1B inflam inh: qHTS for Inhibitors of Inflammasome Signaling: IL-1-beta AlphaLISA Primary Screen. activity change, % at 57.5 µM. AID 743279, 2014. hit rate 4.7% among 360,000. THP-1 LPS/ATP IL-1B secretion, AlphaLISA, 16 h; stronger effect = lower value; in the data active = activity change below about -50%; inconclusive = mostly about -30% to -49%; also: % is scaled to controls: 0 for no effect and ±100 for the full control effect
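THP-1 cells pretreated 1 hr with compounds (up to 57.5 uM final), then stimulated with LPS (250 ng/mL final) plus ATP (1.25 mM final); secreted IL-1B measured by AlphaLISA after 16 hr, decreased signal indicating inhibition.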
D3 ag: qHTS of D3 Dopamine Receptor Agonist: qHTS. D(3) dopamine receptor (Homo sapiens), P35462. D3R DiscoveRx beta-arrestin cells, luminescence, 90 min. max activation, %. hit rate 0.58% among 410,000. AID 652048, 2013; in the data active = max activation above about 30%; also: 0% is about no effect; mostly tested at two doses, the higher about 12 µM
Target sequence (P35462 whole entry, looked up): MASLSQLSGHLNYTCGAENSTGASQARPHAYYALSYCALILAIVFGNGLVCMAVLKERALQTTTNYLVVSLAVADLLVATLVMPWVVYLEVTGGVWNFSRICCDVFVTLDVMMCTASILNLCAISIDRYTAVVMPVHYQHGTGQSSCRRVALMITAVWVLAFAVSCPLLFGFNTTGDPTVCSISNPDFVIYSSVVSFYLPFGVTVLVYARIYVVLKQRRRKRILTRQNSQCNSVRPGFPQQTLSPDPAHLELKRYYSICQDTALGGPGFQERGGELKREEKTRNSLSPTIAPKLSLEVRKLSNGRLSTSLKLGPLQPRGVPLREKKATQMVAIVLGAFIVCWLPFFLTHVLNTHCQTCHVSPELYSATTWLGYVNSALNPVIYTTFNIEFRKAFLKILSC
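Cells at 1500/well, incubated overnight, then treated with pinned compounds (dopamine as control) for 90 min at 37 degrees C. DiscoveRx reagent added for 30 - 60 minutes at room temperature; luminescence read.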
SW480 rereplic: A quantitative high throughput screen for small molecules that induce DNA re-replication in SW480 colon adenocarcinoma cells; hit rate 1.8% among 340,000; Potency, µM (highest dose often 46.1 µM), without a hit: at the top dose re-replication activation, actives largely listed as activators; SW480 DNA re-replication, Hoechst DNA content imaging, 48 h; AID 624297, 2012; also: potency is read from the fitted curve at half-maximal effect; % of control where 0% means no effect; nearly all actives have a fitted effect of over 55% in size
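Readout is total intensity of Hoechst-stained nuclei, excited at 405 nm and collected at 500-530 nm. Compound treatment lasted 48 hr at 37 C in 5% CO2 before staining.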
KB-V1 cytotox: qHTS assay for MDR1-selective chemotherapeutics: Primary screen using the drug-selected MDR subline cells KB-V1. KB-V1 MDR cells viability, CellTiter-Glo, 72 h. Potency, µM (top dose mostly 46.1 µM), without a hit: at the highest dose activity change, negative = cytotoxicity, usual class: cytotoxic. hit rate 3.4% among 400,000. AID 1347076, 2019; also: potency is read from the fitted curve at half-maximal effect; % is scaled to controls: 0 for no effect and ±100 for the full control effect; nearly all actives have a fitted effect of over 60% in size
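Readout: CellTiter-Glo luminescence, 10 min after addition. Cells: KB-V1 MDR subline, 72 h at 37 degrees C with compound. Analysis: corrected, normalized data fitted to concentration-effect curves.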
D3 antag: qHTS of D3 Dopamine Receptor Antagonist: qHTS | D(3) dopamine receptor (Homo sapiens), P35462 | D3R cells, DiscoveRx beta-arrestin luminescence, antagonist mode; stronger effect = lower value | max response, negative = inhibition, % | hit rate 2.5% among 360,000; in the data active = max response below about -50%; inconclusive = no clear call, values can overlap the other calls; also: % is scaled to controls: 0 for no effect and ±100 for the full control effect; mostly tested at two doses, the higher about 12 µM
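Cells plated overnight at 1500 cells/well, then exposed to library compounds with dopamine controls for 90 minutes at 37 degrees C. DiscoveRx reagent added for 30–60 minutes at room temperature; luminescence read, quantitative HTS format.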
An asterisk follows results filed as active; ? = inconclusive; . = no result given; [ ] = dose if it differs, or a comment. Unless noted, calls follow the shape of the dose curve; as a rule, active = well fitted curve in the direction sought with a large enough effect; inconclusive = small, poorly fitted or top-dose-only effect, or another doubt; inactive = no such curve, though single readings can be large; an effect the other way counts as inactive or inconclusive. Compounds were not picked by outcome. Share with any hit: about 12%.

SMILES	KB-3-1 cytotox	HT1080NT lethal	HT1080 IDH1KD tx	GLP1R ag	IL-1B inflam inh	D3 ag	SW480 rereplic	KB-V1 cytotox	D3 antag
COc1cc(/C=C2\CCC(C3CCCC3)C2=O)cc(OC)c1OC (stereo not drawn)	-8%	7%	-1%	6%	19	5	-5%	-12%	0
Cc1ccc(C)c(S(=O)(=O)c2cnc(SCC(=O)Nc3ccc(F)cc3F)[nH]c2=O)c1	17%	.	.	-8%	.	-5	.	1%	.
Cc1ccc(NS(=O)(=O)c2cccc(C(=O)NCC(c3cccs3)N(C)C)c2)cc1 (stereo not drawn)	-6%	?	?	4%	-16	-18	?	-20%	-24
CCOc1ccccc1NC(=O)C(Sc1nnnn1C)c1ccccc1 (stereo not drawn)	0%	-9%	-9%	-7%	7	-3	-34%[inhibitor]	-10%	-29
CN(Cc1cccc(F)c1)C(=O)Cc1ccc(S(=O)(=O)N2CCOCC2)s1	-3%	5%	15%	-5%	4	0	-4%	-28%	-1
Cn1ncc([N+](=O)[O-])c1C(=O)Nc1ccc2c(c1)OCCO2	5%	21%	20%	-23%	4	-2	-2%	?	23
CCN(CC(=O)Nc1ccc(NC(C)=O)cc1)C(=O)/C=C/c1cccs1	4%	1%	6%	-6%	6	-6	-37%[inhibitor]	-20%	10
CSC1=C(C#N)C(c2ccc(C)s2)CC(=O)N1 (stereo not drawn)	10%	11%	5%	-8%	0	8	-5%	16%	20
N#Cc1cnc2nc(SCc3ccccc3)nn2c1	-1%	-29%	-7%	1%	-70*	-12	8%	27%	-24
Cc1cc(C(=O)COC(=O)Cc2ccc(Cl)cc2)c(C)n1C	7%	-1%	-3%	3%	-13	4	-3%	-1%	-14
CSc1ccccc1C(=O)C1CCCN(C(=O)c2csnn2)C1 (stereo not drawn)	-8%	18%	25%	15%	14	4	-4%	-9%	19
Cc1nonc1NC(=O)CSc1nc(C2CCCCC2)nc2ccccc12	0%	-18%	-14%	7%	-74*	0	8.2µM*	-6%	9
CC(=O)NCC1CCCN(C(=O)c2ccc(OC3CCN(Cc4ccccn4)CC3)cc2)C1 (stereo not drawn)	24%	12%	9%	-7%	28	21	-8%	?	6
Cc1ccc(C)c(N2CCN(C(=O)c3cc4cc5ccc(C)cc5nc4o3)CC2)c1	-3%	.	.	1%	.	4	.	30%	.
O=C1N[C@@H](Cc2ccccc2)COC(=O)[C@@H](Cc2ccc(F)cc2)C/C=C\C[C@@H]1CC(=O)N(CCO)Cc1ccccc1	?	?	?	0%	?	-14	?	?	-19
CCCCNC(=O)c1onc(CSc2cccc(OC)c2)c1C(=O)O	5%	-12%	-8%	0%	6	4	-3%	-9%	5
NC(Cc1ccc(Cl)cc1)c1csc(NC(=O)NCCc2ccccc2)n1 (stereo not drawn)	?	16µM*	?	-4%	-8	-10	.	0%	11
Cc1nn(CC(=O)NCCCN2CC(C)CC(C)C2)c(=O)c2cccn12 (stereo not drawn)	-2%	6%	25%	-4%	7	-13	-4%	5%	-19
CCn1cc2c(c1-c1cccc(C)c1)c(=O)n(C)c(=O)n2C	1%	-3%[9.24 µM]	2%	16%	25	13	-5%	14%	-16
CC1CSc2n(-c3cccc(C(F)(F)F)c3)cc(-c3ccccc3)[n+]21 (stereo not drawn)	?	-1%	-1%	-2%	-1	-5	-4%	0%	-20
CCCCCc1cc(=O)oc2c(C(CCN3CCCCC3)c3ccc4c(c3)OCO4)c(OC)cc(OC)c12 (stereo not drawn)	-17%	?	?	4%	-18	-63	?	-2%	-20
Cc1c(C(=O)Nc2cccc3cccnc23)oc2ccccc12	5%	7%	6%	-4%	30	-4	-1%	5%	13
COc1ccc(S(=O)(=O)NCC(c2ccc3c(c2)OCO3)N2CCN(C)CC2)cc1OC (stereo not drawn)	0%	-3%	2%	9%	-6	-6	-11%	-10%	-7
Cc1ccc(OCc2nc3ccccc3[nH]2)cc1	4%	18%	6%	12%	?	0	-1%	12%	-5
O=C(COc1ccc2c3c(c(=O)oc2c1)CCCC3)N1C[C@H]2C[C@@H](C1)c1cccc(=O)n1C2	0%	-2%	-3%	18%	-4	-36	3%	-20%	?

The results go on.
SMILES	KB-3-1 cytotox	HT1080NT lethal	HT1080 IDH1KD tx	GLP1R ag	IL-1B inflam inh	D3 ag	SW480 rereplic	KB-V1 cytotox	D3 antag
CCOC(=O)N1CCN(CC(c2ccccc2)c2ccccc2)CC1	-15%	11%	1%	-3%	0	-2	-6%	0%	3
CCOC(=O)N1CCN(C(=O)CS(=O)(=O)c2cn(Cc3cccc(F)c3)c3ccccc23)CC1	-1%	-6%	-1%	-6%	-8	-15	-2%	?	-17
C[C@H](CO)N1C[C@H](C)[C@@H](CN(C)C(=O)NC2CCCCC2)Oc2ccc(NS(=O)(=O)c3cccs3)cc2C1=O	0%	-3%	2%	4%	-17	-10	-1%	0%	-8
N#Cc1nc(-c2ccc(OCc3ccc(Cl)cc3)cc2)oc1N1CCOCC1	-11%	11%	-1%	1%	0	-3	-5%	4%	10
Cc1ccc(NC(=S)NCc2ccco2)c(C)c1	-9%	-1%	-6%	6%	-16	-3	-10%	10%	-20
CCOc1ccc(NC(=S)Nc2cccc3ccccc23)cc1	3%	0%	1%	12%	-6	-9	0%	?	1
O=C(NNC(=O)c1ccc(F)cc1F)c1ccc(-n2cnnn2)cc1	2%	-9%	-1%	8%	9	7	9%	0%	-1
Cc1cccc2[nH]c3c(N4CCC5(CC4)OCCO5)ncnc3c12	0%	?	18µM*	13%	-20	0	?	?	33
O=C(NCc1ccccc1)C(c1ccc(C(F)(F)F)cc1)N1CCN(CCN2CCOCC2)CC1 (stereo not drawn)	0%	-12%	-3%	.	-5	-2	.	-23%	0
Cc1c(C)[n+](=O)c(-c2ccc(F)cc2)c(C)n1[O-]	-8%	2%	-7%	0%	-12	-2	1%	-6%	0
COc1cc(C2C(C#N)=C(N)OC3=C2C(=O)CCC3)c([N+](=O)[O-])cc1OC (stereo not drawn)	9%	9%	6%	4%	9	1	-12%	8%	?
CSc1ccc(Cn2c(C)c(C(=O)NCc3ccc(F)cc3)sc2=O)cc1	?	-16%	-20%	1%	?	4	.	?	-17
CCCc1nnc(NC(=O)COc2ccc3c(c2)OCO3)s1	7%	?	?	16%	4	8	?	0%	3
Cc1cccc(NC(=S)N/N=C2\CC(C)(C)Oc3ccc(O)cc32)c1	7%	-18%	-16%	13%	?	-1	?	2%	-27
CNCc1cc(Br)c(OCC(=O)Nc2ccccc2OC)c(OC)c1	-3%	?	?	25%	-62*	-8	?	11%	-11
O=[N+]([O-])c1ccc(N2CCN(S(=O)(=O)c3ccccc3)CC2)cc1NCc1cccnc1	-7%	-12%	-17%	-1%	?	-2	0%	-13%	0
C/C(=N\NC(=O)c1ccc([N+](=O)[O-])cc1)c1c(O)cc(C)oc1=O	5%	-15%	6%	4%	25	6	-129%[inhibitor]	8%	-6
Cc1cc(Cl)ccc1OCC(=O)Nc1ccncc1	-28%	?	-11%	4%	?	-3	-22%	?	4
COC(=O)COc1ccc2c(c1)O/C(=C\c1cccc([N+](=O)[O-])c1)C2=O	7%	2%	-1%	-2%	-1	-1	7%	0%	-8
O=C(c1cccc(NS(=O)(=O)c2ccccc2)c1)N1CCN(c2ccccc2)CC1	-1%	2%	3%	14%	45	7	-261%[inhibitor]	-2%	4
CC(=O)N1N=C(C)CC1c1ccc(OCc2ccccc2)cc1 (stereo not drawn)	-7%	-1%	-1%	1%	6	-3	-7%	-4%	-24
CN(Cc1ccccc1)C(=O)c1ccccc1C(=O)OCC(=O)N(Cc1ccccc1)C(C)(C)C	?	1%[9.24 µM]	-19%	13%	-50*	1	-31%[inhibitor]	?	1
CCCCN(C(=O)CSc1nc2ccccc2s1)c1c(N)n(CCCC)c(=O)[nH]c1=O	-4%	-10%	-7%	-1%	7	-5	5%	?	-20
Cc1ccc(CN2CC(C(=O)OCc3ccccc3Cl)CC2=O)cc1 (stereo not drawn)	-6%	-3%	-5%	1%	6	-19	-1%	0%	-8
O=C1CSC(=S)N1N=C1CCCCCC1	0%	-24%	-2%	-17%	11	2	3%	0%	7

Next section
SMILES	KB-3-1 cytotox	HT1080NT lethal	HT1080 IDH1KD tx	GLP1R ag	IL-1B inflam inh	D3 ag	SW480 rereplic	KB-V1 cytotox	D3 antag
Cc1nn2c(COc3ccc(NC(=O)c4ccccc4)cc3)nnc2c2ccccc12	-3%	-3%	1%	21%	-8	1	-1%	14%	-17
Cc1nc2c([nH]1)C1(CCN(Cc3ccccc3)CC1)C(C#N)=C(N)O2	8%	2%	5%	-13%	-10	0	2%	13%	-7
CCOC(=O)N1CCN(C(=O)Cn2ncc3c2-c2ccccc2OC3)CC1	7%	0%	-3%	5%	-20	-10	2%	-17%	0
CC(C)CN(C(=O)c1cc(Cl)nc2ccccc12)c1c(N)n(Cc2ccccc2)c(=O)[nH]c1=O	-4%	-2%	-9%	2%	14	-1	-8%	0%	-23

Structural class: those above with a CF3 group.
SMILES	KB-3-1 cytotox	HT1080NT lethal	HT1080 IDH1KD tx	GLP1R ag	IL-1B inflam inh	D3 ag	SW480 rereplic	KB-V1 cytotox	D3 antag
CC1CSc2n(-c3cccc(C(F)(F)F)c3)cc(-c3ccccc3)[n+]21 (stereo not drawn)	?	-1%	-1%	-2%	-1	-5	-4%	0%	-20
O=C(NCc1ccccc1)C(c1ccc(C(F)(F)F)cc1)N1CCN(CCN2CCOCC2)CC1 (stereo not drawn)	0%	-12%	-3%	.	-5	-2	.	-23%	0

Source: PubChem BioAssay (National Center for Advancing Translational Sciences (NCATS))
